ANO1 block = blocks the mouse calcium-activated chloride channel TMEM16A. Q8BHY3. normalized B-score (activity score, 25-100; higher = stronger inhibition) at 10 µM. HEK293 TMEM16A/YFP iodide influx fluorescence, ionomycin. 1.2% of 310,000 active;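 active = ratio plate-corrected score three or more library SD toward inhibition, starting fluorescence score within five deviations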;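 note: score derived from kinetic fluorescence span divided by baseline fluorescence per well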
RGS4 inh = inhibitors of human RGS4; P49798; HEK293 M3R/RGS4 inducible, Fluo-4 calcium flux; stronger effect = higher value; triggered by carbachol at its EC20; B-score at 10 µM; 0.45% of 310,000 active; AID 463165;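 active = B-score, a plate-corrected calcium signal, over three deviations above library mean, with baseline fluorescence within five deviations of library mean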;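 note: RGS4 expression induced by doxycycline in cells with stable M3 receptor; B-score is computed from the integrated fluorescence ratio over baseline after carbachol; higher B-score means a larger calcium signal and so more RGS4 inhibition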
KCNQ1 block = human KCNQ1 channel inhibition; AID 2642; CHO-K1 KCNQ1, FluxOR thallium flux fluorescence; stronger effect = higher value; 1.3% of 310,000 active; B-score at 10 µM; P51787;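 active = compounds whose thallium flux B-score, printed positive for inhibition, exceeds three library SD while starting fluorescence stays within three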;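 note: channel opened by potassium depolarization with thallium stimulus after 20 min compound exposure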
Target sequence (P51787 whole entry, looked up): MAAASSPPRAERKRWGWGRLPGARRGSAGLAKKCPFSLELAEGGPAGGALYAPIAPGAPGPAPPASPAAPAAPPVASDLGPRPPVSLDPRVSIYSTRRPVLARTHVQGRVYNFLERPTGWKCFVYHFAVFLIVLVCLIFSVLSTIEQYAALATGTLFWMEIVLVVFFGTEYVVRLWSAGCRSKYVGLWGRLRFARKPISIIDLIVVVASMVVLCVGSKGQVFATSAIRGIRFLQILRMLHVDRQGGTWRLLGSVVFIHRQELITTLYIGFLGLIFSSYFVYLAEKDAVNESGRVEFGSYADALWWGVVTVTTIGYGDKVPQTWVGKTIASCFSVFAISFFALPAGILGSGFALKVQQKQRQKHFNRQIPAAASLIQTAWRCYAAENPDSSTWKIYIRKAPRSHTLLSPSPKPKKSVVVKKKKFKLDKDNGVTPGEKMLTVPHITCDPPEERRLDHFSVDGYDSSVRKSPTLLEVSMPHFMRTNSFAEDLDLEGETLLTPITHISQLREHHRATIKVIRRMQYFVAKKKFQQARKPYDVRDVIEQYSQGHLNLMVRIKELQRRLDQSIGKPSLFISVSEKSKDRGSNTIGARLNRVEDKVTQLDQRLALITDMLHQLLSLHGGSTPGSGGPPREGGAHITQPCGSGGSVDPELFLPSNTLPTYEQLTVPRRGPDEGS
HDAC3 inh = inhibitors of human histone deacetylase 3. recombinant HDAC3, fluorogenic peptide/trypsin coupled, fluorescence. inhibition, % at 8.3 µM. 0.15% of 320,000 active. O15379; in the data active = inhibition above about 26%, passing the limit was not always enough; inconclusive = no clear call, values can overlap the other calls
KCNK3 block = human KCNK3 channel inhibition, primary screen; 0.84% of 340,000 active; B-score at 10 µM; CHO-KCNK3 thallium flux, FluxOR fluorescence; stronger effect = lower value;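 active = B-score under library mean minus 4 SD, starting fluorescence ratio at most library mean plus 5 SD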;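 note: more negative B-score means stronger inhibition of thallium flux through KCNK3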
Target sequence (O14649 whole entry, looked up): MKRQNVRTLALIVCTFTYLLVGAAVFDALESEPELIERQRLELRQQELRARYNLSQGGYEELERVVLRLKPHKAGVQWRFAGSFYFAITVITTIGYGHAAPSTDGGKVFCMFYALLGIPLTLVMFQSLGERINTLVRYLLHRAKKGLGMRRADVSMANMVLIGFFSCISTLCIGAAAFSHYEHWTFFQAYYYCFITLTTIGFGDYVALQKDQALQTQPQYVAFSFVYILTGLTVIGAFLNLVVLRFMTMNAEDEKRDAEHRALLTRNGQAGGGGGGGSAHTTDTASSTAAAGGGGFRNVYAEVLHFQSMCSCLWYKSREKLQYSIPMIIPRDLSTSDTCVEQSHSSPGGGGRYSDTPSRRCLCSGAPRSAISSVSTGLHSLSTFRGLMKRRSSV
RGS4 act = potentiators or activators of RGS4; HEK293 M3R/inducible RGS4, carbachol calcium flux Fluo4; stronger effect = lower value; B-score at 10 µM; 0.92% of 310,000 active; AID 463111;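 active = B-score of the integrated calcium signal more than 4 SD below the library mean, with starting fluorescence not abnormally high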;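 note: negative B-score means reduced calcium response which marks RGS4 activation or potentiation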
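Assay system: HEK293 FlpIn-TREx cells, stable M3R, doxycycline-inducible RGS4 / Probe or stimulus: carbachol, ECmax concentration / Times: overnight RGS4 induction, 30 min dye load 37 °C, 20 min compound RT / Signal: kinetic calcium fluorescence imaging with Fluo4-AM dye, 2 µM / Measure: Agonist-evoked peak-minus-minimum fluorescence over baseline, integrated ratio, B score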
hERG rescue = compounds protecting human hERG from proarrhythmic drug block | activation (rescue from dofetilide block), less the hit threshold, % at 10 µM | CHO-hERG, FluxOR thallium flux, dofetilide IC70 present | Q12809 | 0.51% of 310,000 active;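 active = activation above the mean of controls blocked by dofetilide plus 5 SD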;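 note: thallium influx through hERG after potassium depolarization seen as dye fluorescence rise; in these data hits start at about 4.7%; inactives centre near -7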
KCNQ1 act = human KCNQ1 channel potentiation or activation; AID 2648; CHO-K1 KCNQ1, thallium flux FluxOR fluorescence; stronger effect = higher value; B-score at 10 µM; 0.35% of 310,000 active;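 active = fluorescence ratio B-score, a plate-corrected score, at least three library SD, with initial intensity B-score within 5 SD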
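Material: CHO-K1 cells stably expressing KCNQ1. Medium: assay buffer for compound exposure, DMSO matched across wells. Reagent: K+/Tl+ depolarizing stimulus. Compound dosing: single-concentration screen. Times: 37 °C overnight plating, 90-min dark dye load, 20-min compound pretreatment. Technique: FluxOR Tl+ flux fluorescence.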
TMEM16A act = activates or potentiates the mouse TMEM16A chloride channel | Q8BHY3 | HEK293 TMEM16A/YFP-H148Q/I152L, iodide quench fluorescence; stronger effect = lower value | B-score at 10 µM | 0.3% of 340,000 active;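 active = fluorescence-ratio B-score plate-corrected deviation score at least 3 library SD below zero, with starting fluorescence score within 5 deviations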;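 note: channel opened by trigger with iodide after compound preincubation; score built on the fluorescence ratio of max minus min over baseline; more negative score means more quench and so TMEM16A activation or potentiation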
SKKanGAS inh = blocks kanamycin growth of S. pyogenes SKKanGAS strain; BacTiter-Glo, 6 h; inhibition, % at 7.5 µM; 1.3% of 300,000 active;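 active = mean replicate score, as percent of positive control median, at least 50; inconclusive = mean below 50 but one replicate at or above 50; inactive = mean and every replicate below 50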;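 note: strain carries kanamycin resistance gene driven by streptokinase promoter and grows in 40 µg/ml kanamycin; loss of luminescence reflects streptokinase promoter inhibition or plain growth inhibition; 0% = median of DMSO wells and 100% = positive control at its reference dose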
KCNK9 block = blocks the human KCNK9 two-pore domain potassium channel. Q9NPC2. HEK293 KCNK9, FluxOR thallium flux fluorescence; stronger effect = lower value. B-score at 10 µM. 1.2% of 310,000 active;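 active = ratio B-score over 3 SD below the library mean, with starting fluorescence within 5 SD of its mean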;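 note: negative B-score means less thallium flux so channel inhibition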
Numbers without * were called inactive.

`COc1ccc(OC)c(CNn2c(-c3ccccc3F)nc3ccccc3c2=O)c1` gave ANO1 block inactive, RGS4 inh inactive, KCNQ1 block inactive, HDAC3 inh 6, KCNK3 block inactive, RGS4 act inactive, hERG rescue -18, KCNQ1 act inactive, TMEM16A act inactive, SKKanGAS inh 8 and KCNK9 block inactive.
O=C(c1ccc(Cl)c(S(=O)(=O)NCc2ccccc2)c1)N1CCN(c2ccccn2)CC1 was read as ANO1 block inactive, RGS4 inh inactive, KCNQ1 block inactive, HDAC3 inh -6, KCNK3 block inactive, RGS4 act inactive, hERG rescue -22, KCNQ1 act inactive, TMEM16A act inactive, SKKanGAS inh 4 and KCNK9 block inactive.
For Cc1ccc(S(=O)(=O)c2c(C)nn(C(C)(C)C)c2OC(=O)CC(C)C)cc1 the results were ANO1 block inactive, RGS4 inh inactive, KCNQ1 block inactive, HDAC3 inh 1, KCNK3 block inactive, RGS4 act inactive, hERG rescue -7, KCNQ1 act inactive, TMEM16A act inactive, SKKanGAS inh 15 and KCNK9 block inactive.
Screening CCN(CCn1cccn1)C(=O)CCc1nnc(-c2ccccc2)o1 returned ANO1 block inactive, RGS4 inh inactive, KCNQ1 block inactive, HDAC3 inh 4, KCNK3 block inactive, RGS4 act inactive, hERG rescue -8, KCNQ1 act inactive, TMEM16A act inactive, SKKanGAS inh 4 and KCNK9 block inactive.
`CS(=O)(=O)N(CC(=O)Nc1ccc(F)c(F)c1)c1cccc([N+](=O)[O-])c1` gave ANO1 block inactive, RGS4 inh inactive, KCNQ1 block inactive, HDAC3 inh 2, KCNK3 block inactive, RGS4 act inactive, hERG rescue -11, KCNQ1 act inactive, TMEM16A act inactive, SKKanGAS inh -10 and KCNK9 block inactive.
CN(C(=O)CSc1nc2c(c(=O)[nH]1)CCCC2)C1CCCCC1 was read as ANO1 block inactive, RGS4 inh inactive, KCNQ1 block inactive, HDAC3 inh -1, KCNK3 block inactive, RGS4 act inactive, hERG rescue -8, KCNQ1 act inactive, TMEM16A act inactive, SKKanGAS inh 2 and KCNK9 block inactive.
Cc1cc(C)c(C#N)c(Sc2ccccc2N)n1 was read as ANO1 block inactive, RGS4 inh inactive, KCNQ1 block inactive, HDAC3 inh -1, KCNK3 block inactive, RGS4 act inactive, hERG rescue -10, KCNQ1 act inactive, TMEM16A act inactive, SKKanGAS inh -3 and KCNK9 block inactive.
For Cc1ccccc1NC(=O)C1CCCN(S(=O)(=O)c2ccc(-n3cnnn3)cc2)C1 (stereo not given) the results were ANO1 block inactive, RGS4 inh inactive, KCNQ1 block inactive, HDAC3 inh 3, KCNK3 block inactive, RGS4 act inactive, hERG rescue -2, KCNQ1 act inactive, TMEM16A act inactive, SKKanGAS inh -10 and KCNK9 block inactive.
`CCOC(=O)C(C)n1cnc2c(nnn2-c2ccccc2)c1=O` (stereo not given) gave ANO1 block inactive, RGS4 inh inactive, KCNQ1 block inactive, HDAC3 inh 2, KCNK3 block inactive, RGS4 act inactive, hERG rescue -7, KCNQ1 act inactive, TMEM16A act inactive, SKKanGAS inh 3 and KCNK9 block inactive.
Screening CN(Cc1ccccc1F)c1nc(-c2cccs2)nc2ccccc12 returned ANO1 block inactive, RGS4 inh inactive, KCNQ1 block 6*, HDAC3 inh 5, KCNK3 block inactive, RGS4 act inactive, hERG rescue -18, KCNQ1 act inactive, TMEM16A act inactive, SKKanGAS inh 18 and KCNK9 block -8*.
For CC(C)=Nc1ccccc1C1COC(=O)C1=N (stereo not given) the results were ANO1 block inactive, RGS4 inh inactive, KCNQ1 block inactive, KCNK3 block inactive, RGS4 act inactive, hERG rescue -7, KCNQ1 act inactive, TMEM16A act inactive, SKKanGAS inh -16 and KCNK9 block inactive.
For COc1ccc(CCn2c(=O)[nH]c3cc(C(=O)NCCCN4CCOCC4)ccc3c2=O)cc1OC the results were ANO1 block inactive, RGS4 inh inactive, KCNQ1 block inactive, HDAC3 inh -1, KCNK3 block inactive, RGS4 act inactive, hERG rescue -11, KCNQ1 act inactive, TMEM16A act inactive, SKKanGAS inh -13 and KCNK9 block inactive.
For NC(=O)c1ccc(-n2nnnc2Oc2ccc(Br)cc2)cc1 the results were ANO1 block inactive, RGS4 inh inactive, KCNQ1 block inactive, HDAC3 inh 4, KCNK3 block inactive, RGS4 act inactive, hERG rescue -5, KCNQ1 act inactive, TMEM16A act inactive, SKKanGAS inh -2 and KCNK9 block inactive.
C/C(=N\NC(=O)CNc1cccc(C(F)(F)F)c1)c1cccs1 was read as ANO1 block inactive, RGS4 inh inactive, KCNQ1 block inactive, HDAC3 inh 12, KCNK3 block inactive, RGS4 act inactive, hERG rescue -8, KCNQ1 act inactive, TMEM16A act inactive, SKKanGAS inh -2 and KCNK9 block inactive.
O=C(Nc1ccc2c(c1)OCO2)Nc1ccc(Cl)cc1Cl was read as ANO1 block inactive, RGS4 inh inactive, KCNQ1 block inactive, HDAC3 inh -2, KCNK3 block inactive, RGS4 act inactive, hERG rescue -14, KCNQ1 act inactive, TMEM16A act inactive, SKKanGAS inh -10 and KCNK9 block inactive.
Screening O=C(N=C1SCC(=O)N1c1ccccc1Cl)c1ccco1 returned ANO1 block inactive, RGS4 inh inactive, KCNQ1 block inactive, HDAC3 inh -3, KCNK3 block inactive, RGS4 act inactive, hERG rescue 0, KCNQ1 act inactive, TMEM16A act inactive, SKKanGAS inh -2 and KCNK9 block inactive.
`O=C1C(Cl)=C(NCCN2CCCCC2)C(=O)c2ccccc21` gave ANO1 block inactive, RGS4 inh inactive, KCNQ1 block 6*, HDAC3 inh 9, KCNK3 block inactive, RGS4 act inactive, hERG rescue -21, KCNQ1 act inactive, TMEM16A act inactive, SKKanGAS inh 24 and KCNK9 block inactive.
Screening Cc1cccc(NC(=O)c2ccc(Cl)c(NC(=O)c3ccncc3)c2)c1C returned ANO1 block inactive, RGS4 inh inactive, KCNQ1 block inactive, HDAC3 inh inconclusive, KCNK3 block inactive, RGS4 act inactive, hERG rescue -12, KCNQ1 act inactive, TMEM16A act inactive, SKKanGAS inh -2 and KCNK9 block inactive.
`C/C(=N\NC(=O)c1c(Br)cnn1C)c1ccc(NC(=O)c2ccc(F)cc2)cc1` gave ANO1 block inactive, RGS4 inh inactive, KCNQ1 block inactive, HDAC3 inh -5, KCNK3 block inactive, RGS4 act inactive, hERG rescue -2, KCNQ1 act inactive, TMEM16A act inactive, SKKanGAS inh -18 and KCNK9 block inactive.
Cc1cccc2sc(NS(=O)(=O)c3ccccc3)nc12 was read as ANO1 block inactive, RGS4 inh inactive, KCNQ1 block 6*, HDAC3 inh 9, KCNK3 block inactive, RGS4 act inactive, hERG rescue -2, KCNQ1 act inactive, TMEM16A act inactive, SKKanGAS inh 12 and KCNK9 block inactive.
Screening O=C(CSc1nnc(Cc2ccccc2)o1)NC1CC2CCC1C2 (stereo not given) returned ANO1 block inactive, RGS4 inh inactive, KCNQ1 block inactive, HDAC3 inh 3, KCNK3 block inactive, RGS4 act inactive, hERG rescue -1, KCNQ1 act inactive, TMEM16A act inactive, SKKanGAS inh 4 and KCNK9 block inactive.
For C=CCc1ccc(OCCCNCc2ccccc2)c(OC)c1 the results were ANO1 block inactive, RGS4 inh inactive, KCNQ1 block inactive, HDAC3 inh 2, KCNK3 block inactive, RGS4 act inactive, hERG rescue -1, KCNQ1 act inactive, TMEM16A act inactive, SKKanGAS inh 3 and KCNK9 block inactive.
`Cc1ccc(C)c(NC(=O)COC(=O)c2cccc3c2C(=O)c2ccccc2C3=O)c1` gave ANO1 block inactive, RGS4 inh inactive, KCNQ1 block inactive, HDAC3 inh 3, KCNK3 block inactive, RGS4 act inactive, hERG rescue -3, KCNQ1 act inactive, TMEM16A act inactive, SKKanGAS inh 27 and KCNK9 block inactive.
CN1CCN(c2ccc(Cl)cc2NC(=O)c2ccc(S(=O)(=O)N3CCCCCC3)cc2)CC1 was read as ANO1 block inactive, RGS4 inh inactive, KCNQ1 block inactive, HDAC3 inh -2, KCNK3 block inactive, RGS4 act inactive, hERG rescue -16, KCNQ1 act inactive, TMEM16A act inactive, SKKanGAS inh 9 and KCNK9 block inactive.
Screening N#Cc1ccc(OCC(=O)N/N=C(\CCC(=O)O)c2cccs2)cc1 returned ANO1 block inactive, RGS4 inh inactive, KCNQ1 block inactive, HDAC3 inh 4, KCNK3 block inactive, RGS4 act inactive, hERG rescue -11, KCNQ1 act inactive, TMEM16A act inactive, SKKanGAS inh -1 and KCNK9 block inactive.
O=C(O)/C=C\C(=O)Nc1ccc(N2CCN(c3ccc(Cl)c(Cl)c3)CC2)cc1 was read as ANO1 block inactive, RGS4 inh inactive, KCNQ1 block inactive, HDAC3 inh 5, KCNK3 block inactive, RGS4 act inactive, hERG rescue -9, KCNQ1 act inactive, TMEM16A act inactive, SKKanGAS inh 7 and KCNK9 block inactive.
For O=C(Cn1nnc(-c2ccccc2NC(=O)c2ccco2)n1)NC1CCCCC1 the results were ANO1 block inactive, RGS4 inh inactive, KCNQ1 block inactive, HDAC3 inh -2, KCNK3 block inactive, RGS4 act inactive, hERG rescue 1, KCNQ1 act inactive, TMEM16A act inactive, SKKanGAS inh -4 and KCNK9 block inactive.
CCOC(=O)C1=NNC2(CC(=O)N(c3cc(C)cc(C)c3)C2=O)C1 (stereo not given) was read as ANO1 block inactive, RGS4 inh inactive, KCNQ1 block inactive, HDAC3 inh 2, KCNK3 block inactive, RGS4 act inactive, hERG rescue -7, KCNQ1 act inactive, TMEM16A act inactive, SKKanGAS inh -6 and KCNK9 block inactive.
`Cc1cc(OC(C)C(=O)NC2CCN(Cc3ccccc3)CC2)c2c(C)cc(=O)oc2c1` (stereo not given) gave ANO1 block inactive, RGS4 inh inactive, KCNQ1 block inactive, HDAC3 inh -31, KCNK3 block inactive, RGS4 act inactive, hERG rescue -10, KCNQ1 act inactive, TMEM16A act inactive, SKKanGAS inh 0 and KCNK9 block inactive.
For Cc1ccc(C(=O)N/C(=C/c2ccccc2)C(=O)NCC2CCCO2)cc1 (stereo not given) the results were ANO1 block inactive, RGS4 inh inactive, KCNQ1 block inactive, HDAC3 inh 0, KCNK3 block inactive, RGS4 act inactive, hERG rescue 2, KCNQ1 act inactive, TMEM16A act inactive, SKKanGAS inh -7 and KCNK9 block inactive.

Screening data (PubChem BioAssay)
